LMNA splice mod: changes lamin A minigene splicing in HeLa cells. HeLa LMNA splicing GFP/RFP minigene ratio, 48 h. Potency, µM (doses to about 46.1 µM), for inactives: top-dose ratio change, negative = inhibition, actives largely listed as inhibitors. 200,000 compounds, 0.01% hits; active = well fitted inhibition curve with a large enough effect in the signal ratio, with a control signal flat, not every such curve was filed as active; inconclusive = small, poorly fitted or top-dose-only effect, or effect the other way, or a change in a side signal; the % refers to the signal ratio
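Read-out is the ratio of GFP to DsRed2 object intensity, acquired by 488 nm laser-scanning cytometry on HeLa lamin A-EGFP minigene reporter cells. Compound incubation 48 hrs at 37 °C in Opti-MEM with 2% FBS; DMSO 0.5% final.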
Tau fibril ThT: tau fibrillization inhibition (ThT binding) | Potency, µM (titrated, usually from 57.4 µM), for inactives: top-dose activity, negative = inhibition, actives largely listed as inhibitors | recombinant tau K18 P301L (four-repeat tau fragment), heparin-induced fibrillization, ThT fluorescence | 270,000 compounds, 2.1% hits | P10636; active = well fitted inhibition curve with a large enough effect; inconclusive = small, poorly fitted or top-dose-only effect; note: nearly all actives have a fitted effect of over 55% in size
Target sequence (P10636 561-689 P618L limits assumed): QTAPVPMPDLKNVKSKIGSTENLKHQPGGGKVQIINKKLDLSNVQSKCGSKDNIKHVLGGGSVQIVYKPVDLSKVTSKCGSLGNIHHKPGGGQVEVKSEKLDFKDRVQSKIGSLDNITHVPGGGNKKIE
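In this qHTS, human K18 P301L tau is incubated with compound and heparin for 6 hr at 37 C, and Thioflavin T fluorescence then reports fibril load.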
* = called active by the depositor; u = inconclusive; [ ] = dose if it differs, or a comment. % is set by controls: 0 for no effect and ±100 for the full control effect; potency is the fitted concentration of half-maximal effect.

LMNA splice mod | Tau fibril ThT | compound
-23.9%[46 µM] | u | COc1ccccc1NC(=O)c1c(NCc2sccc2C)sc2c1CCCCC2
u | -9.4% | O=C(NCC1CCN(Cc2ccccc2Cl)CC1)c1cc2ccc3cccnc3c2[nH]1
u | -2.8% | CCc1nc2ccc(C(=O)NCc3ccc(N(C)C)cc3)cc2nc1CC
7.4%[46 µM] | -9.7% | CCN(c1ccc(C)cc1C)S(=O)(=O)c1nnc(NC(=O)c2ccccc2OC)s1
u | u | Cc1ccc(NC(=O)C2CCN(c3nc(-c4ccc(C(C)C)cc4)no3)CC2)c(Cl)c1
u | 9.2% | CCOC(=O)c1noc2nc(C)n(CC(=O)Nc3ccc(OC)c(Cl)c3)c(=O)c12
u | -16.1% | Cc1c(Cl)cccc1NS(=O)(=O)c1ccc(-c2cnc(C3CC3)o2)cc1
u | 2.1% | COc1ccc(OCC(=O)Nc2ccc3c(c2)N(C)C(=O)c2ccccc2S3)cc1
u | u | COc1ccccc1N1CCN(CCCNC(=O)c2cnn(-c3ccccc3Cl)c2C2CCN(C(=O)OC(C)(C)C)CC2)CC1
4.6%[46 µM] | -5.8% | Cc1ccc2nc(CN3CCN(C(=O)Nc4ccc(F)cc4)CC3)oc2c1
-15.2%[46 µM] | -3.9% | COC(=O)c1scc(-c2ccc(C)cc2)c1S(=O)(=O)N1CCN(c2ccc(C)cc2C)CC1
u | 14.2% | Cc1ccc(S(=O)(=O)N2CCCc3cc(NS(=O)(=O)c4ccc(F)cc4)ccc32)cc1
0.7%[46 µM] | -5.5% | O=C(COc1ccccc1F)Nc1ccc(C(=O)OCc2cc(=O)n3nc(C4CC4)sc3n2)cc1
21.0%[46 µM] | -6.9% | COc1ccc(-c2nc3cc(NC(=O)CSc4ccc(C)cc4)ccc3o2)cc1
-9.6%[46 µM] | -0.4% | Cc1ccc(NC(=O)CSc2nnc(-c3cc4occc4n3C)n2-c2ccccc2C)c(C)c1
u | -0.8% | CCCc1nc(SCc2cc(=O)c3ccc(C)c(C)c3[nH]2)n[nH]1
20.9%[46 µM] | -11.7% | Cc1ccc(C2CCN(C(=O)Nc3ccc(Cl)cc3)C2)cc1 (stereo not drawn)
17.6%[46 µM] | u | O=C(CSc1nnc2[nH]c(=O)cc(-c3ccccc3)n12)Nc1ccc(F)cc1F
u | u | CCOC(=O)c1c(C)[nH]c(CCC(=O)Nc2ccc(N(CC)CC)cc2C)c1C
12.4%[46 µM] | -10.7% | O=C(COc1ccc([N+](=O)[O-])cc1)Nc1nc2c(s1)CCCC2
-0.2%[46 µM] | -0.9% | COc1ccc(CNC(=O)C(=O)NCC(c2ccc3c(c2)OCO3)N2CCOCC2)cc1 (stereo not drawn)
-3.5%[46 µM] | 2.7% | COc1ccc(N(C)C(=O)c2nn(-c3ccc(C)cc3)c(=O)n(C)c2=O)c(OC)c1
2.4%[46 µM] | -9.3% | CC1CCN(C(c2ccccc2)c2sc3nc(-c4ccco4)nn3c2O)CC1 (stereo not drawn)
-7.0%[46 µM] | 11.9% | COc1ccc(C2CC(=O)Nc3c2c(=O)nc2c(C)cccn32)cc1OC (stereo not drawn)
4.4%[46 µM] | -5.2% | COc1cc(OC)c(NS(=O)(=O)c2c(C(=O)N3CCC(C)CC3)c(C)n(C)c2C)cc1Cl
-9.1%[46 µM] | -9.2% | COc1ccc2cc(C(=O)NCc3ccc4c(c3)CCN4C(=O)c3ccccc3)[nH]c2c1
-24.3%[46 µM] | 6.6% | CC(=O)Nc1cccc(C(=O)NCc2ccc3c(c2)CCN3C(=O)c2ccccc2)c1
2.3%[46 µM] | -5.7% | O=C(C1COc2ccccc2O1)N(Cc1cccnc1)c1nc2c(Cl)cccc2s1 (stereo not drawn)
u | 0.7% | O=C(COc1ccccc1Cl)Nc1ccc2nc(SCC(=O)N3CCOCC3)sc2c1
u | 11.4% | CCCn1c2ccccc2c2cnn(CC(=O)NCc3ccccc3Cl)c(=O)c21
6.1%[46 µM] | 2.5% | Cc1c(Cl)cccc1NC(=O)c1cnc2sc(N3CCOCC3)nn2c1=O
u | -5.6% | COc1ccc(CNC(=O)CN(c2ccccc2OC)S(=O)(=O)c2ccc(C)cc2)cc1
u | u | CSc1ccc(CCNC(=O)CCCn2c(=O)c3cccn3c3ccccc32)cc1
20.9%[46 µM] | 11.4% | Cc1cc(C)n(CCc2nc3c4ccccc4nc(SCc4ccc(Cl)cc4)n3n2)n1
2.5%[46 µM] | -2.9% | O=S(=O)(NCC(c1ccco1)N1CCOCC1)c1ccc(Br)cc1 (stereo not drawn)
u | -2.5% | CC(C)NC(=O)CN1C(=O)c2cccnc2Sc2ccccc21
-6.1%[46 µM] | -3.2% | COc1ccc(/C=C/C(=O)Nc2nc(-c3cccs3)ns2)cc1
-2.8%[46 µM] | 5.3% | Cc1ccc(NC(=O)c2cc(S(=O)(=O)N3CCc4ccccc43)ccc2F)cc1Cl
-11.0%[46 µM] | u | CCOC(=O)c1cnn(-c2ccc(C(=O)Nc3cc(OC)c(OC)c(OC)c3)cc2)c1N
-1.8%[46 µM] | -13.3% | CC(=O)c1cccc(NC(=O)CN2C(=O)c3cccnc3Sc3ccccc32)c1
-1.9%[46 µM] | -3.2% | Cc1nc(-c2ccc(S(=O)(=O)N3CCN(c4cccc(C(F)(F)F)c4)CC3)cc2)co1
-7.6%[46 µM] | -16.3% | O=C(CCSCc1ccccc1Cl)NCCc1ccccc1
-17.2%[46 µM] | -1.5% | Cc1nn(-c2ccccc2)c2nc(C3CC3)cc(C(=O)Nc3ccccc3F)c12
3.3%[46 µM] | u | COc1ccccc1OC(C)C(=O)N1CCC(c2nc3ccccc3s2)CC1 (stereo not drawn)
20.6%[46 µM] | -2.0% | COc1ccc(N2CC(NC(=O)Cc3cccs3)CC2=O)cc1OC (stereo not drawn)
-9.7%[46 µM] | -3.3% | COc1ccc(Nc2ncnc3c2cnn3C)c(OC)c1
u | -7.4% | Cc1ccc(S(=O)(=O)NCCc2csc(-c3ccc(Cl)cc3)n2)cc1
0.9%[46 µM] | u | CCOC(=O)N1CCc2c(sc(NCc3cccs3)c2C(=O)Nc2cc(OC)ccc2OC)C1
u | 8.6% | CCC1CN(C(=O)Nc2cccc(OC)c2)c2ccccc2O1 (stereo not drawn)
u | 0.8% | Cc1ccc2nc(CN3CCN(C(=O)Nc4ccc(C)c(F)c4)CC3)oc2c1
-8.4%[46 µM] | -4.4% | Cc1cc(F)ccc1NC(=O)C1CCCN(S(=O)(=O)c2ccc3c(c2)CCCC(=O)N3)C1 (stereo not drawn)
-13.8%[46 µM] | -1.6% | CCc1ccccc1NC(=O)CCOc1ccccc1
u | -3.1% | CC(=O)N1CCCc2ccc(NC(=O)c3ccc(OC(C)C)cc3)cc21
u | u | Cc1ccc(C)c(N2CCN(C(=O)c3cnn(C(C)(C)C)c3C3CCN(C(=O)OC(C)(C)C)CC3)CC2)c1
-2.2%[46 µM] | -0.8% | CCc1ccc(NS(=O)(=O)c2ccc3[nH]cc(C(=O)NCCc4cccc(C)c4)c(=O)c3c2)cc1
0.1%[46 µM] | -0.6% | COc1ccc(OC)c(CCNC(=O)c2c(C)oc3ncn(C)c(=O)c23)c1
3.2%[46 µM] | -0.9% | COc1cc(NC(=O)CCc2c(C)nn(-c3ccc4nncn4n3)c2C)cc(OC)c1OC
0.5%[46 µM] | -7.2% | COc1cccc(N2CCN(c3ncnc4c3c(-c3ccccc3)cn4-c3ccc(C)cc3)CC2)c1
0.4%[46 µM] | 2.5% | CCOC(=O)c1c(S(=O)(=O)NCC(=O)Nc2ccc(F)cc2C)c(C)n(C)c1C
-0.8%[46 µM] | -4.6% | Oc1c(C(c2ccc(Cl)cc2)N2CCOCC2)sc2nc(-c3ccco3)nn12 (stereo not drawn)

A draw from above in order of SMILES length, smallest number first.
LMNA splice mod | Tau fibril ThT | compound
u | -0.8% | CCCc1nc(SCc2cc(=O)c3ccc(C)c(C)c3[nH]2)n[nH]1
2.3%[46 µM] | -5.7% | O=C(C1COc2ccccc2O1)N(Cc1cccnc1)c1nc2c(Cl)cccc2s1 (stereo not drawn)
-15.2%[46 µM] | -3.9% | COC(=O)c1scc(-c2ccc(C)cc2)c1S(=O)(=O)N1CCN(c2ccc(C)cc2C)CC1

Continuation.
LMNA splice mod | Tau fibril ThT | compound
-5.0%[46 µM] | -17.7% | Cc1ccccc1NC(=O)N1CCc2c(sc3c2CCCC3)C1c1ccccc1 (stereo not drawn)
2.0%[46 µM] | 0.5% | Cc1cc(C)c(NC(=O)c2c(C)oc3c2C2=NCCN2C=N3)c(C)c1
18.6%[46 µM] | -1.3% | CCN(CC)CCNC(=O)c1c2c(nc3ccccc13)C(=O)N(C1CCCCC1)C2
-6.1%[46 µM] | 7.1% | O=S(=O)(NCCc1csc2nc(-c3ccc(Cl)cc3)nn12)c1ccc(Oc2ccccc2)cc1
-12.8%[46 µM] | 8.0% | Fc1ccc(-n2ncc3c(Nc4ccc(Oc5ccccc5)cc4)ncnc32)cc1
-10.2%[46 µM] | -3.6% | COc1ccccc1CNC(=O)C1CCN(S(=O)(=O)c2ccc3c(c2)CCCN3C(C)=O)CC1
2.6%[46 µM] | -6.3% | Cc1cc(C)c(NC(=O)CSc2nc(=O)n(Cc3ccco3)c3c2CCC3)c(C)c1
1.4%[46 µM] | -14.0% | Cc1ccc(NC(=O)c2sc3ncnc(N(C)C4CCCCC4)c3c2C)c(C)c1
11.2%[46 µM] | -0.5% | CCC(Sc1nc2ncccc2o1)C(=O)Nc1ccc(OC)c(OC)c1 (stereo not drawn)
-0.7%[46 µM] | u | CCOc1ccc(CN2CCc3nc(N4CCN(c5ccccn5)CC4)ncc3C2)cc1OC
-1.4%[46 µM] | u | O=C(NCc1ccccc1F)C1CCN(c2nnc(-n3cccc3)s2)CC1
-3.0%[46 µM] | -1.8% | Cc1ccc(OCC(=O)Nc2nnc(SCc3cc(=O)n4cc(C)ccc4n3)s2)cc1

Grouped by structure: the compounds so far containing a thiophene ring, fused or not.
LMNA splice mod | Tau fibril ThT | compound
-23.9%[46 µM] | u | COc1ccccc1NC(=O)c1c(NCc2sccc2C)sc2c1CCCCC2
-15.2%[46 µM] | -3.9% | COC(=O)c1scc(-c2ccc(C)cc2)c1S(=O)(=O)N1CCN(c2ccc(C)cc2C)CC1
-6.1%[46 µM] | -3.2% | COc1ccc(/C=C/C(=O)Nc2nc(-c3cccs3)ns2)cc1
20.6%[46 µM] | -2.0% | COc1ccc(N2CC(NC(=O)Cc3cccs3)CC2=O)cc1OC (stereo not drawn)
0.9%[46 µM] | u | CCOC(=O)N1CCc2c(sc(NCc3cccs3)c2C(=O)Nc2cc(OC)ccc2OC)C1
-5.0%[46 µM] | -17.7% | Cc1ccccc1NC(=O)N1CCc2c(sc3c2CCCC3)C1c1ccccc1 (stereo not drawn)
1.4%[46 µM] | -14.0% | Cc1ccc(NC(=O)c2sc3ncnc(N(C)C4CCCCC4)c3c2C)c(C)c1

Next section
LMNA splice mod | Tau fibril ThT | compound
-8.5%[46 µM] | -11.3% | CCCn1c2ccccc2c2cnn(CC(=O)NCCc3cc(OC)ccc3OC)c(=O)c21
u | u | O=S(=O)(c1cc(Br)c(Br)s1)N1CCN(c2ccccc2)CC1
u | -8.7% | CC1CCN(C(=O)Cn2c(=O)n(CC3CCC(C(=O)NC(C)C)CC3)c(=O)c3sccc32)CC1 (stereo not drawn)
-14.5%[46 µM] | 0.2% | COC(=O)c1sccc1S(=O)(=O)N(CC(=O)Nc1c(C)cccc1C)c1ccc(C)c(C)c1
u | u | Cc1cc(NS(=O)(=O)c2ccc3oc(=O)c4ncn(C)c4c3c2)ccc1Br
15.5%[46 µM] | u | Cc1cn2c(=O)cc(COC(=O)c3cccc(NC(=O)COc4ccccc4C)c3)nc2s1
26.5%[46 µM] | -9.4% | CCOc1ccc(NC(=O)c2cc(C)nc3c2c(C)nn3-c2cccc(F)c2)cc1
0.3%[46 µM] | -1.7% | CCOc1ccc(NC(=O)c2c(C)oc3nc(C)nc(N4CCOCC4)c23)cc1
-1.9%[46 µM] | -8.2% | Cc1cccc(OCc2nc(CC(=O)Nc3ccc(C)c(C)c3)cs2)c1
2.8%[46 µM] | 11.5% | CC(C)NC(=O)C1CCCN(S(=O)(=O)c2ccc3c(ccn3C)c2)C1 (stereo not drawn)
u | -10.3% | Cc1ccccc1CN1C(=O)C(O)(CC(=O)c2ccccc2)c2cc(Cl)ccc21 (stereo not drawn)
u | -5.0% | COc1ccccc1Cn1c(CNS(=O)(=O)c2ccc(CC(C)C)cc2)nc2cccnc21
6.2%[46 µM] | -6.7% | CCCn1cc(S(=O)(=O)c2ccc(OC)cc2)c(=O)c2cc(F)c(N3CCCCCC3)cc21
u | -10.7% | CC(=O)Nc1ccc(S(=O)(=O)NCC2CCC(C(=O)NCCc3ccccc3)CC2)cc1 (stereo not drawn)
u | -14.8% | O=C(CSCc1ccc(F)cc1)N1CCN(c2ccccc2F)CC1
0.4%[46 µM] | u | CCN(CC)C(=O)c1sc2c(c1C)c(=O)n(-c1ccc(OC)cc1OC)c(=O)n2CC(=O)c1ccc(Cl)cc1
-10.2%[46 µM] | -0.4% | Cc1cc(Cl)ccc1NS(=O)(=O)c1ccc2c(c1)CCN2S(C)(=O)=O
17.8%[46 µM] | 8.4% | CN(C)c1ncc(C(=O)NCc2ccccc2Cl)cn1
20.6%[46 µM] | u | Cc1cccc(NC(=O)CN2C(=O)c3cccnc3Oc3ccc(Cl)cc32)c1C

Screens as filed in PubChem BioAssay.

This is a subset, so the mix of outcomes need not match the whole.
